SW480 rereplic – A quantitative high throughput screen for small molecules that induce DNA re-replication in SW480 colon adenocarcinoma cells | SW480 DNA re-replication, Hoechst DNA content imaging, 48 h | Potency, µM (top dose mostly 46.1 µM), inactives show at the highest dose re-replication activation, actives largely listed as activators | hit rate 1.8% among 340,000; also: % of control where 0% means no effect; nearly all actives have a fitted effect of over 55% in size
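Image-based DNA-content assay: after two days of treatment, nuclei were labelled with the DNA dye Hoechst and imaged, and hits were compounds raising the count of nuclei showing high fluorescence intensity.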
HEK293 tox – qHTS of GLP-1 Receptor Inverse Agonists: Cytotox Screen; HEK293 cAMP-luciferase reporter cells, luminescence, 24 h; hit rate 0.13% among 410,000; Potency, µM (highest dose often 38.3 µM), for the others: at the highest dose activity change, negative = inhibition, actives largely listed as inhibitors;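 also: loss of luciferase light is scored as toxicity; % is scaled to controls: 0 for no effect and ±100 for the full control effect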
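Here, cytotoxicity is scored as loss of luminescence. The MLSMR collection was tested on cells seeded in medium containing 10% Nu serum, with a 24 hr compound exposure preceded by 12 hours of culture.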
HT1080-NT tox – qHTS for induction of synthetic lethality in tumor cells producing 2HG: qHTS for the HT-1080-NT fibrosarcoma cell line; HT-1080-NT fibrosarcoma viability, CellTiter-Glo ATP luminescence, 48 h; Potency, µM (top dose mostly 46.1 µM), for the others: at the highest dose activity, negative = less viability, actives largely listed as cytotoxic; hit rate 1.6% among 360,000; AID 686970, 2013;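 also: NT is the 2HG producing partner of a matched IDH1 knockdown line; 0% = DMSO-treated cells and -100% = media-only wells without cells; nearly all actives have a fitted effect of over 55% in size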
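Viability by CellTiter-Glo luminescence after 48 h compound exposure at 37C of HT-1080-NT cells (750/well, RPMI, 5% FBS). % activity scaled between DMSO wells and medium-only wells, then curve-fitted and categorized by curve class.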
KB-3-1 tox – qHTS assay for MDR1-selective chemotherapeutics: Primary screen using the parental adenocarcinoma cell KB-3-1. KB-3-1 viability, CellTiter-Glo ATP luminescence, 72 h. Potency, µM (series often up to 46.1 µM), for the others: at the top dose activity change, negative = cytotoxic, hits mostly cytotoxic. hit rate 1.4% among 400,000; also: % is scaled to controls: 0 for no effect and ±100 for the full control effect; nearly all actives have a fitted effect of over 60% in size
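Cytotoxicity measured as CellTiter-Glo luminescence after 72 h at 37 C. Compound titrations were pinned onto drug-naive KB-3-1 parental adenocarcinoma cells grown in DMEM with 10% FBS, and normalized data fitted to concentration-response curves.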
GLP1R ag – qHTS of GLP-1 Receptor Agonists. Potency, µM (titrated, usually from 45.6 µM), without a hit: at the top dose activation, usual class: activators. Glucagon-like peptide 1 receptor (Homo sapiens), P43220. hit rate 0.007% among 380,000. HEK293 GLP-1R CRE-luciferase, luminescence, 4-6 h; cells express a hypersensitive GLP-1R form; also: % of control where 0% means no effect
Target sequence (P43220 whole entry, looked up): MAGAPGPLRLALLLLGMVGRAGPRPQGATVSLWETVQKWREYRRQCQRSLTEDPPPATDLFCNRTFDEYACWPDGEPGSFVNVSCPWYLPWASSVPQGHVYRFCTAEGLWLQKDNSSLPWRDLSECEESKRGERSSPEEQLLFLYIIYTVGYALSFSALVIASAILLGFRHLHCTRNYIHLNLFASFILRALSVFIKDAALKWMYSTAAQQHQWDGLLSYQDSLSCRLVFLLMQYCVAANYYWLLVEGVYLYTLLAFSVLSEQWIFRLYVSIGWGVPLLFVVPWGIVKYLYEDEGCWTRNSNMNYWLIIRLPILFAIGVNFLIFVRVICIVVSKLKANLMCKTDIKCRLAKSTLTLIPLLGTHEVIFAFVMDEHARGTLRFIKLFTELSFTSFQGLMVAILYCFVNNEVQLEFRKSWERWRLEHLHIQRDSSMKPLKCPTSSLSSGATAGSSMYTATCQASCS
GLP-1R inv ag – qHTS of GLP-1 Receptor Inverse Agonists (Inhibition Mode); HEK293 GLP-1R CRE-luciferase, luminescence, 24 h; GLP-1R form is constitutively active; Potency, µM (doses to about 38.3 µM), for the others: at the top dose activity change, negative = inhibition, actives largely listed as inhibitors; hit rate 1.6% among 410,000; AID 624417, 2012; also: % is scaled to controls: 0 for no effect and ±100 for the full control effect; nearly all actives have a fitted effect of over 55% in size
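Stable HEK293 clone (constitutively active GLP-1R + cAMP-response luciferase); 200 cells/uL plated, 12 h pre-culture, compound 24 hr, 37 deg C/5% CO2; detection reagent 12 min RT; luminescence.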
HT1080 IDH1KD tx – qHTS for induction of synthetic lethality in tumor cells producing 2HG: qHTS for the HT-1080-IDH1KD cell line | HT-1080 IDH1 knockdown viability, ATP luminescence, 48 h | Potency, µM (series often up to 46.1 µM), for inactives: at the top dose activity, negative = toxicity, hits mostly cytotoxic | hit rate 2% among 360,000 | AID 686971, 2013;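 also: 0% = DMSO wells and -100% = cell-free medium wells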
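Assay cells: HT-1080 with IDH1 knockdown, 750 per well, RPMI/5% FBS. Exposure: 48 h at 37 °C following 2 h pre-incubation. Read: CellTiter-Glo luminescence; fitted concentration-response, curve class assigned.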
TDP43 rescue – qHTS of TDP-43 Inhibitors. hit rate 1.8% among 410,000. Potency, µM (series often up to 46.1 µM), for the others: at the highest dose growth rescue (activation), actives largely listed as activators. AID 652104, 2013. TDP-43 expressing yeast growth rescue, BacTiter-Glo, 24 h; also: % of control where 0% means no effect; nearly all actives have a fitted effect of over 50% in size
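Yeast expressing TDP-43 (pregrown in raffinose, seeded at OD600=0.02 in galactose medium) exposed to compounds 24 hr at 30 deg C. Growth read by BacTiter-Glo luminescence; rescue of toxicity appears as increased signal.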
KB-V1 cytotox – qHTS assay for MDR1-selective chemotherapeutics: Primary screen using the drug-selected MDR subline cells KB-V1 | KB-V1 MDR cells viability, CellTiter-Glo, 72 h | Potency, µM (titrated, usually from 46.1 µM), for the others: at the top dose activity change, negative = cytotoxicity, most hits filed as cytotoxic | hit rate 3.4% among 400,000 | AID 1347076, 2019; also: % is scaled to controls: 0 for no effect and ±100 for the full control effect; nearly all actives have a fitted effect of over 60% in size
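Compound-treated KB-V1 multidrug-resistant cells, 72 h, 37 degrees C; viability by CellTiter-Glo. Fitted qHTS curves give the values.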
* hit, by the source's call; ? = inconclusive; / = not tested or not shown; & = joins results of further samples; [ ] = dose if it differs, or a comment. Calls follow the shape of the dose curve; as a rule, active = well fitted curve in the direction sought with a large enough effect; inconclusive = small, poorly fitted or top-dose-only effect, or another doubt; inactive = no such curve, though single readings can be large; an effect the other way counts as inactive or inconclusive. Potency is read from the fitted curve at half-maximal effect. Compounds as they come. About 9.4% of those tested had a hit in this group.

The first 2 records (preview)
Compound	SW480 rereplic	HEK293 tox	HT1080-NT tox	KB-3-1 tox	GLP1R ag	GLP-1R inv ag	HT1080 IDH1KD tx	TDP43 rescue	KB-V1 cytotox
Cc1cc(-c2nnc3n2N=C(c2ccccc2)CS3)n[nH]1	-1%	-3%	4%	4%	14%	28%	10%	-18%	-11%
Cc1cc(C)nc(SCC(=O)N/N=C/c2cccs2)n1	-3%	-8%	12%	5%	17%	7%	8%	-7%	1%

The list itself, from the start:
Compound	SW480 rereplic	HEK293 tox	HT1080-NT tox	KB-3-1 tox	GLP1R ag	GLP-1R inv ag	HT1080 IDH1KD tx	TDP43 rescue	KB-V1 cytotox
Cc1cc(-c2nnc3n2N=C(c2ccccc2)CS3)n[nH]1	-1%	-3%	4%	4%	14%	28%	10%	-18%	-11%
Cc1cc(C)nc(SCC(=O)N/N=C/c2cccs2)n1	-3%	-8%	12%	5%	17%	7%	8%	-7%	1%
Cn1cnnc1Sc1ccc(S(C)(=O)=O)cc1[N+](=O)[O-]	13%	-1%	-1%	9%	0%	?	-2%	17%	5%
CCCc1nc(NCCO)c(C#N)c2c1CCCC2	?	20%	-20%	-8%	12%	-27%	-23%	21%	?
CC(=O)c1ccc(N(C(=O)CNC(=O)c2ccco2)C(C(=O)NC2CCCC2)c2cccnc2)cc1 (stereo not given)	-1%	-6%	7%	12%	7%	24%	2%	-6%	-2%
CC(C)C1C(=O)N(Cc2cn(CC3CCCCC3)nn2)CCS(=O)(=O)N1Cc1ccc(-c2ccc(Cl)cc2)cc1 (stereo not given)	/	-3%	?	?	0%	?	?	?	?
Cc1ccccc1NC(=O)c1ccccc1NC(=O)c1cccs1	-63%[inhibitor]	-4%	-9%	1%	16%	-2%	-9%	-6%	-10%
CCn1c(=O)cc(SCC(=O)Nc2cccc(C)n2)c2ccccc21	-5%	-17%	-2%	-9%	1%	29%	3%	-9%	-8%
CC(Oc1ccc2c(c1)oc(=O)c1ccccc12)C(=O)NCCCN1CCOCC1 (stereo not given)	-17%	2%	3%	1%	19%	37%	6%	0%	-2%
CCOC(=O)C(C)Oc1c(C(=O)OC)sc2ncccc12 (stereo not given)	-4%	8%	3%	18%	-12%	-4%	1%	16%	-2%
O=C(Nc1cccc(Cl)c1)N1CCC(CO)(CCOc2ccccc2)CC1	2%	-19%	-7%	-14%	15%	?	-9%	27%	-13%
CCc1cccc(NC(=O)c2cccc3c2C(=O)N(C2CCCCC2)C3)c1	-11%	5%&3%	7%	2%&3%	12%&-1%	21%&1%	4%	8%&22%	?
CS(=O)(=O)c1ccc(-c2cn3cc(C(=O)O)ccc3n2)cc1	30%	-2%	-2%	-4%	-6%	?	0%	10%	-6%
COc1cccc(NC(=O)CSC2=Nc3ccccc3C3=NC(CC(=O)NC4CCCCC4)C(=O)N23)c1 (stereo not given)	/	-3%	/	-6%	/	?	/	3%	3%
C/C(=N/N=C(/C)c1cccs1)c1cccs1	?	1%	0%	26%	7%	-18%	2%	-4%	?
COc1ccccc1C(=O)NCC(=O)OCC(=O)Nc1cccc(S(=O)(=O)N(C)C)c1	-2%	5%	2%	0%	12%	13%	12%	-1%	15%
Cc1ccc(-c2ocnc2C(=O)Nc2ccccc2NC(=O)c2ccccn2)cc1	1%	1.1µM*	?	?	13%	?	?	?	?
Cc1ccoc1C(=O)NCc1occc1C(=O)O	-6%	6%	0%	10%	-7%	1%	8%	5%	25%
CN(C)/C=C(\C#N)S(=O)(=O)c1ccc(Cl)cc1	-14%	1%	-1%	7%	-1%	32%	-1%	3%	0%
CCC(=C/c1sc2ccc3ccccc3c2[n+]1C)/C=C1\Sc2ccc3ccccc3c2N1C	?	?	?	9.2µM*	-3%	-35%	5.2µM*	-96%[inhibitor]	?
COc1cc(/C=C2/SC(=O)NC2=O)ccc1OC(=O)c1ccco1	0%	8%	-6%	10µM*	-32%	9%	-22%	10%	?
CC(C)(C)c1cc(C(=O)N2CCc3ccccc3C2)ccn1	-12%	5%	0%	-10%	4%	-18%	-4%	13%	3%
CC(C)=CCN1CCN(Cc2ccc(N3CCNC3=O)cc2)CC1CCO (stereo not given)	2%	-7%	5%	4%	-3%	14%	0%	12%	7%
Cc1ccc(NC(=O)CN2C(=O)NC(Cc3c[nH]c4ccccc34)C2=O)cc1 (stereo not given)	4%	2%	2%	1%	9%	?	-3%	7%	-2%
COc1cc(C(=O)N/N=C\c2ccccc2)c([N+](=O)[O-])c(OC)c1OC	14%	-2%	15%	12%	2%	0%	-1%	1%	13%
CCOc1ccccc1NC(=O)Nc1cccc(S(N)(=O)=O)c1	-4%[9.22 µM]	-21%	-19%	-7%	-28%	-29%	-3%	12%	0%
CCOc1ccc(NC(=O)COC(=O)c2cccnc2)cc1	15%	-21%	0%	-5%	3%	2%	10%	23%	2%
Cc1ccc(S(=O)(=O)N(CC2CO2)c2cc(Cl)ccc2Cl)cc1 (stereo not given)	?	-5%	?	?	9%	-6%	23µM*	?	?
CCN(CC)C(=O)c1ncn(C)c1C(=O)N(CC)CC	-3%	?	3%	19%	-4%	11%	11%	19%	-8%
CC(=O)N1N=C(c2ccccc2)OC1(C)CC(=O)Nc1ccccc1 (stereo not given)	-7%	-7%	-3%	-2%	1%	-8%	6%	-17%	?
CCN(CC)CCCNC(=O)c1nn(C)c2c1CS(=O)(=O)c1ccccc1-2	/	-4%	/	18%	/	13%	/	16%	-12%
Cn1ncc2c(=O)[nH]cnc21	?	0%	-2%	17%	6%	10%	0%	-7%	?
O=C(Nc1ccc(F)c(F)c1)c1ccc(-n2cncn2)c([N+](=O)[O-])c1	-20%	1%	-5%	-7%	1%	-14%	-6%	27%	-1%
COc1ccc(-n2nc(C(=O)NCC(=O)NCC3COc4ccccc4O3)c3ccccc3c2=O)cc1 (stereo not given)	4%	-16%	-3%	-5%	-1%	-29%	-17%	0%	-22%
CCc1c(C(=O)Nc2ccc(OC)c(Cl)c2)[nH]c(C)c1C(C)=O	2%	-26%	-28%	-3%	-7%	?	-5%	9%	?
O=c1c2cnn(-c3ccccc3)c2nc(-c2cccs2)n1-c1cccc(Cl)c1	6%	-5%	3%	?	5%	8.9µM*	0%	2%	10µM*
CCCNC(=O)NC(C(=O)OC)C12CC3CC(CC(C3)C1)C2 (stereo not given)	23%	20%	-1%	-5%	6%	-22%	0%	11%	?
Cc1ccc(S(=O)(=O)N2CCCN(S(=O)(=O)c3ccc4ccccc4c3)CC2)cc1	?	75%[activator]	3%	1%	-5%	0%	5%	-23%	8.2µM*
OCC[C@@H]1C[C@H](O)[C@@H](O)[C@@]2(OCc3cc(Cl)ccc32)O1	/	6%	1%	10%	2%	3%	10%	2%	?
Cc1ccc(C)n1-c1nnc(N2CCCC(C(=O)NCc3cccc(F)c3)C2)s1 (stereo not given)	/	-7%	/	0%	/	-17%	/	12%	-13%
COc1cc2c(cc1OC)CN(C(=O)c1ccc(Br)o1)CC2	-11%	-1%	9%	7%	15%	41%	9%	16µM*	-23%
COc1ccc(CC(NC(C)=O)C(=O)NC2CCN(S(=O)(=O)c3cccc4ccccc34)CC2)cc1OC (stereo not given)	-1%	-8%	-5%	1%	-4%	35%	-20%	-15%	1%
CCn1cc(C(=O)NC2CCCCCC2)c(=O)c2ccc(C)nc21	-7%	13%	-1%	-2%	0%	6%	-1%	-5%	-6%
CC(C)(COC(=O)Nc1ccccc1)COC(=O)Nc1ccccc1	16%	-5%	-11%	?	2%	?	-14%	25%	?
COc1ccc(NC(=O)c2coc(C)c2)cc1	1%	-13%	27%	4%	9%	1%	18%	-4%	-16%

Next section, overlapping the part above by two compounds.
Compound	SW480 rereplic	HEK293 tox	HT1080-NT tox	KB-3-1 tox	GLP1R ag	GLP-1R inv ag	HT1080 IDH1KD tx	TDP43 rescue	KB-V1 cytotox
CC(C)(COC(=O)Nc1ccccc1)COC(=O)Nc1ccccc1	16%	-5%	-11%	?	2%	?	-14%	25%	?
COc1ccc(NC(=O)c2coc(C)c2)cc1	1%	-13%	27%	4%	9%	1%	18%	-4%	-16%
O=C1CC(=O)OC(c2ccc([N+](=O)[O-])cc2)O1	/	5µM*	16µM*	-25%	-14%	?	4.6µM*	3.2µM*	?
CCOC(=O)C1CCCN(C(=O)c2cccc(S(=O)(=O)N3CC(C)OC(C)C3)c2)C1 (stereo not given)	-3%	8%	-1%	-2%	0%	3%	-8%	-6%	7%
CCC(C)(C)NC(=O)CN(C(=O)c1csnn1)c1cccc2c1CCCC2	-18%	-13%	4%	-4%	11%	-8%	1%	20%	?
Cc1cccc(N(C(=O)CNC(=O)c2ccco2)C(C(=O)NC2CCCC2)c2ccncc2)c1 (stereo not given)	3%	5%	-3%	-6%	-2%	-3%	0%	12%	0%
CCCOc1ccccc1N/C(=N/c1nc(C)cc(C)n1)NC(=O)Nc1ccc(Cl)cc1	0%	-5%	-6%	1%	-7%	0%	-7%	2%	-26%
COC(=O)c1ccccc1NC(=O)C1CCN(C(=O)N2CCOc3ccccc32)CC1	-1%	-1%	1%	-11%	-4%	7%	-6%	?	-33%

Source: PubChem (National Center for Advancing Translational Sciences (NCATS))
